# S1P3 agonist – human S1P3 receptor agonists, primary screen, cell-based, primary and confirmation, NFAT-BLA reporter; Sphingosine 1-phosphate receptor 3 (Homo sapiens), Q99500; S1P3 NFAT-BLA reporter cells, agonism, FRET ratio; relative to 1 µM S1P, basal subtracted; activation, % at 4.5 µM; 0.1% of 60,000 active; AID 373, 2006;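 active = activation above the screen-wide mean plus 3 SD, cut at about 4.5% in these data, passing the limit was not always enough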; note: some compounds called inactive have numbers as strong as hits
# Target sequence (Q99500 whole entry, looked up): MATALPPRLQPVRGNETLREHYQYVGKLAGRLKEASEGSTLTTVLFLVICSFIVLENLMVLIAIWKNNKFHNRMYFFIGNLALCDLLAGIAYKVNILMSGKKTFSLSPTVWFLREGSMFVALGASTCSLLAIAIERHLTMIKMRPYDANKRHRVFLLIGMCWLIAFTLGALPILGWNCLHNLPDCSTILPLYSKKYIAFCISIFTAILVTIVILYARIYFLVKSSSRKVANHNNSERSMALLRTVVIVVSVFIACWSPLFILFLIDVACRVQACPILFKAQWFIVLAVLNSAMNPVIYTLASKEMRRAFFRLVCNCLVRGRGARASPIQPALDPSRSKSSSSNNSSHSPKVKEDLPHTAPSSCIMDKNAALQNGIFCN
#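 Assay system: CHO cells stably expressing human S1P3, Gα16 and NFAT-β-lactamase reporter. Timing: overnight plating, 4 h compound 37 °C, 2 h substrate RT. Signal: β-lactamase FRET emission ratio 460/535 nm. Measure: percent activation versus median 1 µM S1P response, basal-subtracted, per plate. Repeats: primary screen single test, confirmation screen in triplicate.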
# S1P1 ag-PAM – S1P1 agonists and agonism potentiators, primary screen, cell-based, primary and confirmation screens, CRE-bla reporter; Sphingosine 1-phosphate receptor 1 (Homo sapiens), P21453; S1P1 CRE-bla cells, forskolin, beta-lactamase FRET, potentiator mode; S1P1 agonist co-added at EC20, 2 nM; 100% = saturating reference agonist, 0% = basal; activation, % at 9.5 µM; 0.57% of 56,000 active; AID 449, 2006;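 active = activation above a cutoff set at the mean activation of all tested compounds plus 3 SD, cut at about 54% in these data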;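 note: forskolin at 4 µM as EC80 and the EC20 agonist is SEW2871; 100% = SEW2871 at its EC100 plus forskolin at EC80; some compounds past the cut are filed as inactive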
# 5HT1E ag – 5-HT1E receptor agonists, primary screen, cell-based, HTS; CHO 5-HT1E Ga15 NFAT-bla reporter, FRET; 0% DMSO wells, 100% control agonist wells; 0.69% of 65,000 active; AID 574, 2007; activation, % at 6 µM;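 active = activation above a set limit, the screen-wide mean activation plus 3 SD, cut at about 8.5% in these data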;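 note: 100% = positive control agonist at 1 µM giving full maximal response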
# Target sequence (P28566 whole entry, looked up): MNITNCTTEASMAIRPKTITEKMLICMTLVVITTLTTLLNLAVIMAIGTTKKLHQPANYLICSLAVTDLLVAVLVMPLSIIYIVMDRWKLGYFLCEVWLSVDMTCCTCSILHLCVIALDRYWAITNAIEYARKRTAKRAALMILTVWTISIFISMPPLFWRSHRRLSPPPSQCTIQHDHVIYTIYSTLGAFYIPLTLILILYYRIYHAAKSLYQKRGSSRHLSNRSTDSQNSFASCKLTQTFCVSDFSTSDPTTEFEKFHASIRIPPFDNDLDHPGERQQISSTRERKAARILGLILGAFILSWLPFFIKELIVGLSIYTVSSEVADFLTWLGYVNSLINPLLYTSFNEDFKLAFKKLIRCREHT
# HTR1E antagonist – 5-HT1E receptor antagonists, primary screen, cell-based, HTS | CHO 5-HT1E Ga15 NFAT-bla reporter, FRET, antagonist | inhibition, % at 6 µM | 0.99% of 65,000 active | AID 571, 2007;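 active = inhibition above a set limit, the mean inhibition across every tested compound plus 3 SD, cut at about 29% in these data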;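 note: signal is the 460 over 535 nm emission ratio of beta-lactamase substrate; 0% = agonist plus DMSO wells and 100% = wells without agonist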
# M1 antagonist – antagonists of rat M1 muscarinic receptor | Muscarinic acetylcholine receptor M1 (Rattus norvegicus), P08482 | CHO-M1 cells, Fluo-4 calcium, ACh EC80 antagonist mode; active compounds read low | 3.4% of 64,000 active | B-score at 10 µM;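 active = calcium fluorescence response, raw or row-and-column corrected B-score, differing from the plate sample mean either way at a set confidence level, mostly lower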
# M1 ag – M1 muscarinic receptor agonists, primary screen, CHO-M1 cells, Fluo-4 calcium, agonist mode | Muscarinic acetylcholine receptor M1 | Fluo-4 calcium fluorescence; active compounds read high | B-score at 10 µM | 3% of 64,000 active;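 active = fluorescence rise, raw or as B-score row- and column-corrected plate score, outside the 99.7% band of its plate's samples, either direction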
# HEK293 NFkB inh – inhibitors of PMA/ionomycin-induced NF-kB reporter, primary screen, antigen receptor NF-kB inhibitor project, cell-based, HEK-293 luciferase reporter, luminescence; HEK-293 NF-kB luciferase reporter; inhibition, % at 3 µM; 0.21% of 62,000 active;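 active = inhibition above the mean of all tested compounds plus 3 SD, cut at about 40% in these data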;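 note: 0% = stimulated DMSO wells and 100% = 10 µM reference inhibitor 5653914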
#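 Timing: 1 h pretreatment, 16 h stimulation, 37 °C; system: HEK-293 cells with stable firefly luciferase reporter driven by four HIV NF-kB elements; doses: 3 µM once, 0.30% DMSO; measured by: luciferase luminescence; control set: DMSO and 10 µM reference inhibitor; repeats: single test; reagent: PMA plus ionomycin mix as NF-kB-activating stimulus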
# HER2 expr 66K – inhibitors of Her2 protein expression, primary screen, SKBR-3 cells, AlphaScreen, 66K library. AID 645, 2007. Receptor tyrosine-protein kinase erbB-2 (Homo sapiens), P04626. HER2 level % of control, % at 10 µM. 0.69% of 65,000 active. SKBR-3 HER2 protein level, 18-24 h; active compounds read low;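 active = HER2 level under 5% of the carrier-only control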;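 note: 100% = DMSO carrier and 0% = 500 nM PU-H71 HSP90 inhibitor; lower value means stronger loss of Her2 protein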
# Jurkat viability – cytotoxicity toward Jurkat T cells, primary screen, cytotoxicity control, cell-based, Jurkat E6.1, 60K MLSMR library. inhibition, % at 4 µM. 1.2% of 56,000 active. Jurkat E6.1 viability, ATP luminescence, 48 h. AID 463, 2006;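 active = inhibition above the mean inhibition of all tested compounds plus 3 SD, cut at about 28% in these data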
# * hit, by the source's call; x = not tested or not shown.
SMILES,S1P3 agonist,S1P1 ag-PAM,5HT1E ag,HTR1E antagonist,M1 antagonist,M1 ag,HEK293 NFkB inh,HER2 expr 66K,Jurkat viability
Cc1cc(S(=O)(=O)N2CCN(Cc3ccc4c(c3)OCO4)CC2)cc(C)c1N1CCCC1=O,-1.2,28,-1.1,-2,0.85,3.3*,11,73,2
COc1ccccc1C(=O)NC(C)C(c1cccs1)N1CCOCC1 (centres undefined),-0.1,14,2.9,2,-3.5*,-0.29,14,51,-5
C1CCN(c2nc3nonc3nc2N2CCCCC2)CC1,-0.5,-10,-0.3,12,-0.2,1,8,115,-4
CC(C)(C)NCc1cccn1-c1sc2c(c1C#N)CCCC2,-0.8,-20,-0.5,9,-0.78,-0.067,9,97,-7
COC(=O)c1ccc(C(=O)OC)c(NS(C)(=O)=O)c1,-1.4,24,-1.0,1,-0.69,-0.72,12,110,2
COc1ccccc1OCCn1cc(C(=O)c2ccco2)c2ccccc21,-0.3,3,0.0,0,-0.46,4.6*,9,73,11
COCCNC(=O)c1c(N)n(CCCn2ccnc2)c2nc3ccccc3nc12,0.3,-29,1.3,8,-0.81,-1.6,14,92,2
Cc1cc(S(=O)(=O)N(C)CCc2ccccc2)ccc1-n1cnnn1,0.0,8,-0.6,2,-0.14,0.029,10,98,6
CCS(=O)(=O)NCCCc1ccccc1,-0.8,x,-0.3,-4,0.47,-0.78,25,99,-2
CC(=O)NCCn1c(SCC#N)nc2ccccc2c1=O,0.5,0,-0.4,-2,0.22,1.5,14,106,-4
COc1ccccc1C1C(C(C)=O)=C(O)C(=O)N1CCc1ccccc1 (centres undefined),-1.1,3,1.1,12,-0.0085,-0.41,13,68,9
Cc1cc(C)nc(N2CCN(c3nc(C)cc(C)n3)CC2)n1,0.1,-18,-0.5,2,-7.7*,-0.26,17,77,-5
O=c1[nH]c(-c2ccncc2)nc2ccccc12,-0.6,-22,0.9,-27,-0.21,-0.44,10,104,3
CCc1noc(C)c1C(=O)N1CCCC1,-0.3,8,-0.5,2,-0.19,-0.21,13,93,-6
O=C(O)CSC1CC(=O)N(c2ccc(Cl)c(Cl)c2)C1=O (centres undefined),-0.4,-22,-0.4,-11,0.79,0.05,14,92,-3
Cc1nc2c(C(=O)NCc3ccccc3)c[nH]n2c(=O)c1Cl,x,x,-0.1,-17,0.95,1.5,17,116,x
CCC(=O)Nc1cccc(-c2nc3ccccc3o2)c1,-0.4,x,1.3,-12,0.47,-0.87,-3,65,1
CCOc1cccc(-c2nnc(SCC(=O)Nc3cccc(OC)c3)n2N)c1,-0.4,-29,0.6,-5,-0.33,0.014,14,98,-8
N#CC1=C(N)NC(SCc2ccc(Cl)cc2)=C(C#N)C12CCCCC2,-3.0,23,0.1,13,-0.53,2.7,x,48,x
O=C(NCc1ccccn1)C1CCCN(Cc2cnn(-c3ccccc3)c2-n2cccc2)C1 (centres undefined),-1.4,-7,0.1,-2,-0.17,0.64,-9,76,6

# 3 of the entries above in order of the HTR1E antagonist value, rising:
structure	S1P3 agonist	S1P1 ag-PAM	5HT1E ag	HTR1E antagonist	M1 antagonist	M1 ag	HEK293 NFkB inh	HER2 expr 66K
O=c1[nH]c(-c2ccncc2)nc2ccccc12	-0.6	-22	0.9	-27	-0.21	-0.44	10	104
CCC(=O)Nc1cccc(-c2nc3ccccc3o2)c1	-0.4	x	1.3	-12	0.47	-0.87	-3	65
O=C(NCc1ccccn1)C1CCCN(Cc2cnn(-c3ccccc3)c2-n2cccc2)C1 (centres undefined)	-1.4	-7	0.1	-2	-0.17	0.64	-9	76

# Next records
SMILES,S1P3 agonist,S1P1 ag-PAM,5HT1E ag,HTR1E antagonist,M1 antagonist,M1 ag,HEK293 NFkB inh,HER2 expr 66K,Jurkat viability
COc1ccc(OC)c(Nc2cc(C)nc3nc(C)nn23)c1,-0.7,-36,0.7,4,0.19,0.48,7,71,25
O=S(=O)(Cc1cccc(F)c1)c1c[nH]c2ccccc12,-0.7,11,0.0,2,1.1,-0.44,8,41,-1
CCOC(=O)c1cccc2c1-c1ccccc1/C2=N/O,-1.4,62*,0.2,21,-0.32,0.68,-1,67,15
CCOc1ccc2nc(NC(=O)Cn3cnc4c3c(=O)n(C)c(=O)n4C)sc2c1,-0.2,-13,-1.1,1,0.15,0.19,10,109,-3
NCCCCCc1nnc(SCC(=O)c2ccc(Cl)cc2)o1,0.2,-10,0.9,-3,x,x,-3,79,2
O=C(Nc1nc(-c2nc3ccccc3s2)cs1)C1COc2ccccc2O1 (centres undefined),-1.2,-44,-0.1,12,0.17,0.11,-5,77,1
c1ccc(-c2ccc(OCCOCCn3cncn3)cc2)cc1,-1.4,10,-1.0,11,-0.48,0.22,6,73,-2
CCC(C)(C)n1nnnc1CN(Cc1cccs1)Cc1cc2cc(OC)ccc2[nH]c1=O,-0.1,-31,0.7,-5,-1,3.7*,-2,55,2
CCN1CCN(c2nc(-c3cccnc3)nc3ccccc23)CC1,-0.1,0,13*,7,-0.34,0.4,12,74,11
COc1ccccc1C(=O)NCCN1CCN(C(=O)c2ccccc2OC)CC1,-0.6,-15,0.3,-9,-0.21,0,-4,129,-4
CCc1ccc(OCC(=O)NCCN(C)C)c(Br)c1,-0.1,-20,-1.4,4,-0.011,-0.011,0,88,1
COC(=O)c1cc(-c2ccccc2)sc1NC(=O)c1cc(C)on1,-0.8,4,-0.3,4,-1.4,1.1,20,126,2
COc1ccc(OC)c(NC(=O)Nc2ccccc2C)c1,-0.7,-14,-0.3,-5,-0.55,0.32,-13,118,7
COC(=O)c1cc(OC)c(OC)cc1NC(=O)CCC1CCCC1,-1.4,-25,0.7,5,0.3,0.014,-2,75,-3
CCCCCC(=O)N1CCN(c2ccc(C(C)=O)cc2F)CC1,-1.1,14,0.0,9,-0.55,-0.0011,8,109,11
O=S(=O)(NCCSc1nc2ccccc2o1)c1ccccc1,-0.9,x,-0.3,10,-1.2,-0.015,-1,100,4
CCOC(=O)c1ccc(NS(=O)(=O)c2ccc3[nH]c(=O)[nH]c3c2)cc1,0.1,-19,-0.6,-8,0.72,-0.75,7,93,-6
O=C(CSc1nc2c(c(=O)n1-c1ccccc1)SCC2)N1CCOCC1,-0.6,-2,-0.4,-7,-0.027,0.36,10,108,3
Cc1cc(NC(=O)CSc2nnc(C(C)N(C)C)n2Cc2ccccc2)no1 (centres undefined),1.0,-18,-0.1,-7,0.17,-0.34,5,109,-5
O=C(CN1C(=O)C2CC=C(Cl)CC2C1=O)N1CCOCC1 (centres undefined),-0.6,x,-0.2,8,0.33,-0.5,2,103,-4
C=CCn1c(Cc2cccs2)nnc1SCC(=O)Nc1ccc(OC)c(OC)c1,-0.1,6,1.1,1,-1.2,0.073,1,37,-2
Cc1nnc2sc(-c3ccc(NC(=O)CSc4ccc(Cl)cc4)cc3)nn12,-0.9,6,-0.6,21,0.73,0.062,0,101,3
O=C(Nc1ccc2c(c1)OCO2)C1CCN(S(=O)(=O)c2ccc3c(c2)OCCO3)CC1,-1.3,2,0.4,5,-0.41,-1.6,12,96,2
Cc1ccc(-c2nn3c(C)nnc3s2)cc1NCc1c(F)cccc1Cl,-1.5,x,2.0,8,-0.64,-1.1,12,78,17
CCN(CC)S(=O)(=O)c1ccc2c(c1)c(=O)c(C(=O)NCCCN(C)c1ccccc1)cn2C,-0.9,12,0.9,-8,-0.23,0.15,4,61,3
CNC(=O)CSc1nnc(-c2cccc(S(=O)(=O)N3CCOCC3)c2)n1-c1ccc(F)cc1,-0.4,5,-0.2,6,-0.52,0.43,8,91,6
CCC1SC2=NC(C)=C(C(=O)OC)C(c3ccc(C(=O)OC)cc3)N2C1=O (centres undefined),x,x,-0.3,-6,0.22,-0.25,14,101,x
CCCOc1ccc(C2C(=O)N(C3CCCCC3)CC(=O)N2C2CC2)cc1OC (centres undefined),x,x,0.8,5,-0.46,0.59,13,113,x
O=C(O)c1cccc(N2C(=O)CSC2c2c(F)cccc2Cl)c1 (centres undefined),-0.4,-2,0.1,-24,0.65,0.57,13,98,-5
Cc1ccc(S(=O)(=O)N2C3C=CC(C3)C2C(=O)O)cc1 (centres undefined),-0.8,-14,-0.4,4,-0.22,0.11,9,84,-4
C=CCN(c1ccc(C(=O)N2CCN(c3ccc(F)cc3)CC2)cc1)S(C)(=O)=O,0.2,5,-0.3,-1,0.18,-1.2,12,113,-1
COCCCNC(CC(=O)Nc1ccc(OC)cc1OC)C(=O)O (centres undefined),0.0,x,0.7,-9,1.2,0.46,9,90,-3
COCCCNC(=O)Cn1nnc(-c2ccccc2NC(=O)c2ccccc2F)n1,x,x,0.5,3,0.0045,-0.45,14,103,x
CC(c1nnc(SCC(=O)Nc2sccc2C#N)n1-c1ccc(Cl)cc1)N(C)C (centres undefined),0.4,10,0.6,-9,-0.31,-0.24,12,94,-2
Cc1[nH]c2ccccc2c(=O)c1CN(C)Cc1ccccc1,-0.4,3,-0.3,1,-0.38,0.031,-5,95,1
O=C1CC(C(=O)NCc2ccccc2)C2(CCCC2)O1 (centres undefined),-0.3,-12,-1.0,-5,-0.078,-1.1,-3,116,-4
COC(=O)c1ccc(CSc2nnc(SCc3ccc(C(=O)OC)o3)s2)o1,-0.2,12,-1.1,3,-0.49,0.31,15,86,1
CN(C)CCCN1C(=O)C(O)=C(C(=O)c2cc3ccccc3o2)C1c1ccccn1 (centres undefined),-3.9,-2,-0.6,5,-0.04,0.29,x,124,x
Cc1cc(C2C(C#N)=C(N)SC(N)=C2C#N)c(C)s1,-0.8,x,1.0,0,0.24,3.3*,6,70,-1
Nc1ccc(Nc2ccccc2N)cc1,-1.4,-20,-0.4,14,1.8,-0.12,8,90,-5
Cn1c(NC(=O)c2ccco2)c(-c2ccccc2Cl)c(=O)c2ccccc21,0.0,-1,0.2,-5,x,x,4,101,4
CC(=O)C1=C(O)C(=O)N(c2ccc(S(N)(=O)=O)cc2)C1c1ccccc1F (centres undefined),-2.0,3,-0.9,-1,-0.56,-0.67,x,126,x
CC(C)(C)CC(=O)Nc1nnc(-c2cccs2)s1,-0.1,1,0.7,-12,0.31,-0.88,-16,69,-1
O=C(NCc1ccccn1)C1CCN(S(=O)(=O)c2cccs2)CC1,-0.3,-24,0.1,-4,-0.53,-0.71,11,109,-3
CNS(=O)(=O)c1ccc(Oc2ccc(S(=O)(=O)NC)cc2)cc1,-0.1,10,-1.3,16,-1.2,2.6,8,96,7
O=C(NC1CCCCCC1)C1CCN(C(=O)Cc2ccccc2)CC1,-0.4,-24,-0.4,-2,-0.058,-0.81,14,85,-3

# Bioassay records as filed in PubChem BioAssay.
